# MITF primary: human MITF inhibition, primary screen | inhibition, % at 2.6 µM | 650,000 tested, 0.91% active | AlphaScreen MITF homodimerization, bead proximity signal | O75030; in the data active means inhibition above about 50%;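 further: 0% = vehicle wells with protein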
# Target sequence (O75030 whole entry, looked up): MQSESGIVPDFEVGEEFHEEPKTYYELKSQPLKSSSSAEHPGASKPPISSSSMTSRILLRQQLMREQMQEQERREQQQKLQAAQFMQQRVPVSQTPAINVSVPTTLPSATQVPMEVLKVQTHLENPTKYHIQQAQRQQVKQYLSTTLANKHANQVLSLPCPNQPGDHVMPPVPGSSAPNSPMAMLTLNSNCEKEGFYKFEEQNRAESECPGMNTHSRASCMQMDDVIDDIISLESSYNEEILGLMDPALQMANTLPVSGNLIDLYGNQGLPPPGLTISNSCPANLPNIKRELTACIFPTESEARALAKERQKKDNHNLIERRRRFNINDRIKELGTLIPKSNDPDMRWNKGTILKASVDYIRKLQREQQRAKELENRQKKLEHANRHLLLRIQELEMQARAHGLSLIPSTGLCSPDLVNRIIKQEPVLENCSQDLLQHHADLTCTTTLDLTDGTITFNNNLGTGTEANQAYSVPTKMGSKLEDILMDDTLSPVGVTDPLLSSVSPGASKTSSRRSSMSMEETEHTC
# GPR151 activ: activators of human GPR151; Q8TDV0; PathHunter beta-arrestin GPR151 cells, luminescence; activation, % at 11.2 µM; 650,000 tested, 1% active; in the data active means activation above about 4.9%;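 further: 0% = median of compound wells and 100% = cells with positive control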
# Target sequence (Q8TDV0 whole entry, looked up): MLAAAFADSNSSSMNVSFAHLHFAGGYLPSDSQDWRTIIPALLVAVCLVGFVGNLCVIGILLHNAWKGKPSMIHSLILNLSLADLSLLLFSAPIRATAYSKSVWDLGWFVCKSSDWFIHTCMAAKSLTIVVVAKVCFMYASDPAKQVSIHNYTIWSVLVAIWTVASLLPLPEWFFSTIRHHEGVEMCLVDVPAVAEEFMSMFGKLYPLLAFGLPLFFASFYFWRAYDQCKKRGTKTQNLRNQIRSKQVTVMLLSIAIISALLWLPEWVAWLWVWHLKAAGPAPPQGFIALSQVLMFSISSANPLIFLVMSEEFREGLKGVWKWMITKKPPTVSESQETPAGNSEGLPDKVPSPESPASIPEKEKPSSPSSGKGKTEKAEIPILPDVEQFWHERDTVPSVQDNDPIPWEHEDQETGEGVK
# TEAD-YAP block: TEAD-YAP interaction inhibition; HEK-TIYL cells, TEAD-Gal4/YAP UAS-luciferase luminescence; 640,000 tested, 1.4% active; inhibition, % at 9.12 µM; in the data active means inhibition above about 32%;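 further: 0% = median of test compound wells and 100% = reference inhibitor wells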
# FBW7 activator: human FBW7 E3 ligase activation, primary screen; Q969H0; AID 1259310; AlphaScreen FBW7–phospho-cyclin E peptide binding, activator screen; 650,000 tested, 0.13% active; normalized activity (activation), % at 26.1 µM; in the data active means normalized activity above about 1.9%;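 further: purified mutant Fbw7 with reduced substrate affinity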
# * marks the source's active call; other numbers are inactive results; . = no result given. Outcome played no part in choosing rows (roughly 3.4% active in at least one column).
SMILES,MITF primary,GPR151 activ,TEAD-YAP block,FBW7 activator
O=C(NCc1ccco1)c1cc(S(=O)(=O)N2CCCC2)ccc1F,-2,0.7,-9,0.1
C=CCOc1ccc(C(Nc2ccccn2)c2ccc3cccnc3c2O)cc1 (stereo not drawn),55*,0.9,86*,-1.0
CN(C)CCNC(=S)Nc1cccc2ncccc12,15,-1.5,14,-0.1
CCOC(=O)C(C(C)C)N(Cc1ccccc1)S(=O)(=O)c1ccc([N+](=O)[O-])cc1 (stereo not drawn),17,0.1,5,-0.1
Cn1c(=O)c2c(nc(NCc3cccnc3)n2Cc2cccc(C(F)(F)F)c2)n(C)c1=O,-3,0.6,8,-0.1
COC(=O)c1cc(CNC(=O)C2CCOC(C)(C)C2)cc(NC(=O)c2ccccc2F)c1 (stereo not drawn),1,-1.2,17,0.0
COc1cc(Nc2nc(-c3ccc(C(=O)N4CCN(C)CC4)cc3)nc3c2ncn3C2CCCCC2)cc(OC)c1OC,3,0.5,-9,-0.1
CC1=C(C(N)=O)C(c2ccco2)C(C#N)=C(SCC(=O)O)N1 (stereo not drawn),2,0.9,1,-0.1
COCCC1CCCCN1c1nc2nonc2nc1NC1CC1 (stereo not drawn),-2,2.4,3,-0.1
CCOC(=O)C1=C(C)N=c2s/c(=C/c3ccc(I)cc3)c(=O)n2C1c1c(OC)ccc2ccccc12 (stereo not drawn),7,-0.2,8,0.1
O=C1CC(c2cccc([N+](=O)[O-])c2)CC2=C1C(c1ccco1)N(C(=O)c1ccccc1)c1ccccc1N2 (stereo not drawn),8,-0.8,1,0.0
O=C(N/N=C/c1ccc2ccccc2c1)c1ccccc1[N+](=O)[O-],5,-0.3,-22,0.0
Cc1ccccc1CN1C[C@@H]2C[C@@H](/C=C/c3ccco3)N3CCC[C@@]23C1=O,8,-0.2,11,-0.1
Cc1c(Cl)cccc1NC(=O)N1CCN(c2ccc(Nc3ccncc3)nn2)CC1,3,3.0,-3,-0.3
COc1ccc(CN(Cc2ccc(F)cc2)C(=S)Nc2ccccc2)cc1OC,-12,1.2,5,-0.1
CCCC(=O)N1c2ccccc2NC2=C(C(=O)CCC2)C1c1ccc(Cl)cc1 (stereo not drawn),3,1.2,5,-0.2
CCCCNC(=O)c1sc(NC(=O)c2ccco2)c(C(=O)OCC)c1C,4,0.5,-1,0.1
Cc1c(C(=O)NC2CCCCCC2)sc2ncn(Cc3cccc(F)c3)c(=O)c12,23,-0.3,-7,0.5
O=C(COc1ccc(Cl)cc1)Nc1ccc(Cc2ccncc2)cc1,-5,5.4*,-1,-0.1
CC(C)(c1ccccc1)c1cccc(C(C)(C)c2ccccc2)c1O,4,-1.0,-2,0.1
N=C1c2ccccc2CN1NC(=O)COc1ccc(Br)cc1,20,-0.2,8,0.1
Cc1cccc(CN2CCCC(CNS(=O)(=O)Cc3ccccc3)C2)n1 (stereo not drawn),9,-0.7,10,0.0
CCN1CCN(CCNC(=O)CCCN2C(=S)NC(C)(C)CC2C)CC1 (stereo not drawn),71*,1.4,8,-0.1
COc1cc(C(=O)NC(C)C23CC4CC(CC(C4)C2)C3)cc(OC)c1OC (stereo not drawn),-5,-1.0,-13,-0.1
COc1ccc(/C=C(\C#N)C(=O)Nc2ccc(F)cc2)cc1,8,-0.6,3,-0.1
CC12CCC(C(=O)NCc3ccccc3Cl)(OC1=O)C2(C)C (stereo not drawn),-9,-0.7,-1,-0.1
COCCNC(=O)CN1C(=O)/C(=C/c2ccccc2)Oc2ccc(C(C)(C)C)cc21,-8,0.9,1,0.0
O=C1C(=O)N(c2ncccn2)C(c2ccc([N+](=O)[O-])cc2)/C1=C(\O)c1ccccc1 (stereo not drawn),16,1.8,6,-0.2
CCC(CO)Nc1ccc2ncc(-c3ccc(C)c(C)c3)n2n1 (stereo not drawn),-1,0.9,-11,-0.4
CC(C)n1c(-c2csc3ccccc23)nc2c(NCc3cccc(C(F)(F)F)c3)ncnc21,18,0.2,-7,0.0
Cc1cccc(N2C(=O)C3C4c5ccccc5C(c5ccccc54)C3C2=O)n1 (stereo not drawn),18,1.3,8,0.1
CC(=O)NCCC(=O)Nc1ccc(C)c(Cl)c1,10,0.0,-1,0.2
O=C(NCCCN1CCCC1=O)c1ccnc(Nc2cccnc2)c1,3,1.6,-1,0.2
CCC(Sc1ccccn1)C(=O)Nc1ccc(C(C)=O)cc1 (stereo not drawn),-8,-0.4,-31,-0.1
COc1cc(C2C(C#N)=C(N)Oc3n[nH]c(C)c32)ccc1OCC(=O)Nc1ccc(F)cc1 (stereo not drawn),13,-0.3,-1,0.6
COc1ccc(O)c(C(=O)c2cnc3onc(C)c3c2)c1,2,-0.6,-3,-0.1
CC1CCCC(NC(=O)C(C)n2c(=O)c3cccn3c3cccnc32)C1C (stereo not drawn),-11,0.5,3,0.0
CCNC(=O)c1c(NC(=O)c2ccc(Cl)cc2)sc2c1CCC(C(C)(C)C)C2 (stereo not drawn),3,-0.6,-9,0.0
CC(c1ccon1)N(C)C(=O)c1cccc(OC2CCN(CC(C)(C)C)CC2)c1 (stereo not drawn),4,1.0,4,0.4
Cc1ccc(NC(=O)c2sc3nc(-c4ccccc4)cc(C(F)(F)F)c3c2N)cc1,16,-0.4,-3,0.6
COCCNc1nnc(SCC(=O)N2c3ccccc3Sc3ccccc32)s1,3,0.7,-6,-0.2
COc1ccc(/C(O)=C2/C(=O)C(=O)N(CCCC(=O)O)C2c2ccccc2Cl)cc1 (stereo not drawn),15,-1.0,-5,0.1
O=C(CSc1ncnc2c1nnn2-c1ccc(F)cc1)N1CCc2ccccc21,-12,-0.7,-7,0.2
O=C(NCc1ccccc1)c1ccccc1NC(=O)C1CC1,-4,0.8,9,-0.2
O=C(Nc1cccs1)N1CCCC(c2nnc(-c3ccccc3F)s2)C1 (stereo not drawn),14,-1.3,-49,-0.1
CN(C(=O)COc1ccc(Br)cc1)c1ccccc1,10,0.1,-12,0.0
CC(=O)c1cccc(NC(=O)N2CCN(S(=O)(=O)c3ccc([N+](=O)[O-])cc3)CC2)c1,10,0.8,5,0.1
CCOP(=O)(CN(CCc1ccccc1)C(=S)Nc1cc(C)c(Cl)cc1OC)OCC,3,-1.3,-2,-0.1
Cc1ccc2nc(-c3cccc(NC(=O)c4cc5ccccc5o4)c3)oc2c1,-5,1.2,-10,0.4
COc1cccc(CN(CCCN2CCN(C)CC2)C(=O)Nc2ccc(-c3cn[nH]c3)cc2)c1,27,0.2,-4,-0.1
O=C(CSc1nc2ccc(NC(=O)c3ccccc3Br)cc2s1)NC1CC1,0,0.2,-25,-0.1
CSc1ccc(S(=O)(=O)N2CCOCC2)cc1,-13,0.6,-2,0.3
CCOC(=O)c1cc(-c2ccccc2)sc1NC(=O)CSc1cccc[n+]1[O-],2,0.9,7,-0.1
CN(Cc1ccccc1)S(=O)(=O)c1ccc(N2CCOCC2)c(C(=O)NCCCN2CCCC2=O)c1,9,1.3,-3,-0.1
CCOC(=O)c1sc(NC(=O)CSc2nnc(CNC(=O)c3cc(OC)cc(OC)c3)n2C2CCCCC2)c(C(=O)OCC)c1C,7,-1.0,1,0.0
CC1(C)CC(=O)C2=C(C1)NC(=O)CC2c1ccccc1OCc1ccccc1 (stereo not drawn),5,-0.6,-6,-0.3
COc1ccc(N2CCN(C(=O)c3nn(-c4ccc(OC)cc4OC)c(=O)c4ccccc34)CC2)cc1,0,0.1,-5,0.0
O=C(Nc1cccc(Cl)c1)OCCOc1ccccc1,13,-1.3,1,0.5
Cc1ccc(O)c(NC(=O)c2nn3c(C(F)(F)F)cc(-c4ccccc4)nc3c2Cl)c1,11,0.8,-3,0.1
COc1ccc(CONS(=O)(=O)c2ccc(OC)cc2)cc1,-5,-0.2,2,0.1

# Further results:
SMILES,MITF primary,GPR151 activ,TEAD-YAP block,FBW7 activator
CC(C)c1cccc(OCCn2c(-c3ccc(Cl)cc3)nc3ccccc3c2=O)c1,8,-0.7,9,1.1
O=S(=O)(Nc1ccc(F)cc1)c1cc(Cl)ccc1Cl,-2,-0.6,4,0.0
CCn1c(=S)sc2c(=O)n(-c3ccccc3)c(SCC(=O)NCc3ccccc3)nc21,24,-1.1,-13,1.4
CC1CN(C(=O)N2CCC(C(=O)N3CCOCC3)CC2)c2ccccc2O1 (stereo not drawn),-1,4.9,-4,0.0
CC(C)(C)NC(=O)COC(=O)c1cc(=O)c2ccccc2o1,-10,-1.9,2,0.0
COc1ccc(C2C(C(=O)N3CCN(c4ccccc4F)CC3)c3ccccc3C(=O)N2Cc2ccc(F)cc2)cc1 (stereo not drawn),1,0.3,-2,-0.1
COc1ccc(CNC(=O)c2cnn3c(C(F)F)cc(-c4ccccc4)nc23)cc1OC,17,-0.3,5,0.1
CCOc1c(Cl)cc(/C=C2\C(=O)NC(=O)N(C)C2=O)cc1Cl,10,0.9,1,0.2
COc1ccc([N+](=O)[O-])cc1NC(=O)/C=C/c1cccc(Cl)c1,-7,0.6,-11,0.0
O=C(Nc1ccccc1N1CCCCC1)c1ncoc1-c1cccs1,5,1.8,-10,0.2
O=C(NC1CC1)c1ccc(-c2nc(NCCO)c3ncn(-c4ccsc4)c3n2)cc1,-58,1.6,55*,0.2
O=C(NNC(=S)Nc1ccccc1C(F)(F)F)c1ccc(Br)o1,-21,-1.8,-32,0.0
CCCN(CCC)S(=O)(=O)c1ccc(C(=O)NCc2ccc3c(c2)OCO3)cc1,2,-0.2,-9,0.0
COc1cccc(CNC(=O)Nc2ccc(-c3cn[nH]c3)cc2OCCN2CCOCC2)c1,6,-1.0,-8,0.2
CCOC(=O)c1cc(NC(=O)c2ccc(OC)cc2)c(=O)n2c1oc1ccc(Cl)cc12,5,-0.4,7,-0.2
Cc1ccc(SCc2cn3cccnc3n2)cc1,-1,-0.6,-32,-0.1
Nc1cc(Cl)ccc1NCc1ccccc1,7,-3.0,-70,-0.2
COCc1c(C(=O)O)nnn1-c1nonc1N,8,-0.3,-1,0.2
O=C(CSc1nc(-c2ccccc2)cc(=O)[nH]1)Nc1ccccn1,15,2.0,6,0.2
C#CCOc1ccc(C=C2C(=O)NC(=O)NC2=O)cc1Cl,1,0.8,0,-1.2
Cc1c(C(N)=O)nnn1-c1ccc(Cl)cc1,4,-0.2,-10,-0.1
Nc1nonc1-c1nnnn1CC(=O)N1CCOCC1,3,-1.4,2,0.8
O=C(COC(=O)c1cccc(N2C(=O)c3ccccc3C2=O)c1)Nc1cccc([N+](=O)[O-])c1,0,0.9,5,-0.1
Cc1cc(NC(=O)CCc2ccccc2)c([N+](=O)[O-])cc1C,6,-0.5,-5,-0.3
COc1ccccc1C(=O)N/C(=N/c1nc(C)cc(C)n1)Nc1ccccc1,6,-1.3,-59,0.1
O=C(N/N=C/c1ccc(O)cc1O)C12CC3CC(CC(C3)C1)C2,4,1.0,-3,-0.2
Clc1ccc(C[n+]2cc(-c3ccccc3)n3c2CCC3)c(Cl)c1,-5,1.1,18,0.2
COc1cccc(CN2CCNC(=O)C2CC(=O)NCCCSC)c1OC (stereo not drawn),10,2.5,0,-0.1
CC1(C)C2CCC1(C)C(NCc1ccccc1O)C2 (stereo not drawn),6,-0.4,-7,-0.2
COc1cc(-c2nnc(SCC(=O)Nc3cc(C)on3)n2C)cc(OC)c1O,8,0.9,-3,-0.1

# An excerpt from above, showing only TEAD-YAP block and FBW7 activator.
compound | TEAD-YAP block | FBW7 activator
Cc1c(C(N)=O)nnn1-c1ccc(Cl)cc1 | -10 | -0.1
Nc1nonc1-c1nnnn1CC(=O)N1CCOCC1 | 2 | 0.8

# The list goes on.
SMILES,MITF primary,GPR151 activ,TEAD-YAP block,FBW7 activator
N#C/C(=N\Nc1ccc(Br)cc1)C(=N)N1CCCCC1,12,-1.3,-81,0.1
O=C(NCC(c1cccs1)S(=O)(=O)c1ccccc1)c1ccc(F)cc1 (stereo not drawn),-2,-1.4,6,0.0
CCCCC/C=C\C=C\[C@@H](O)C/C=C\C/C=C\CCCC(=O)O,7,-1.5,.,.
Cc1ccc(S(=O)(=O)Nc2cc(S(=O)(=O)c3ccc(C)cc3)c(O)cc2C)cc1,-1,0.3,-1,-0.3
CCN(CC)CC(=O)Nc1nc2ccc(OC)cc2s1,13,0.9,-15,-0.2
Cc1cc(Nc2ccc(N3CCOCC3)cc2)nc(N2CCN(c3ccccn3)CC2)n1,22,-0.9,9,0.2
CCOC(=O)C1=C(N)OC2=C(C(=O)CCC2)C1c1ccc(Cl)cc1 (stereo not drawn),89*,0.0,-1,0.1

# In the list so far, these contain a thiophene ring, fused or not:
SMILES,MITF primary,GPR151 activ,TEAD-YAP block,FBW7 activator
CCCCNC(=O)c1sc(NC(=O)c2ccco2)c(C(=O)OCC)c1C,4,0.5,-1,0.1
Cc1c(C(=O)NC2CCCCCC2)sc2ncn(Cc3cccc(F)c3)c(=O)c12,23,-0.3,-7,0.5
CC(C)n1c(-c2csc3ccccc23)nc2c(NCc3cccc(C(F)(F)F)c3)ncnc21,18,0.2,-7,0.0
CCNC(=O)c1c(NC(=O)c2ccc(Cl)cc2)sc2c1CCC(C(C)(C)C)C2 (stereo not drawn),3,-0.6,-9,0.0
Cc1ccc(NC(=O)c2sc3nc(-c4ccccc4)cc(C(F)(F)F)c3c2N)cc1,16,-0.4,-3,0.6
O=C(Nc1cccs1)N1CCCC(c2nnc(-c3ccccc3F)s2)C1 (stereo not drawn),14,-1.3,-49,-0.1
CCOC(=O)c1cc(-c2ccccc2)sc1NC(=O)CSc1cccc[n+]1[O-],2,0.9,7,-0.1
CCOC(=O)c1sc(NC(=O)CSc2nnc(CNC(=O)c3cc(OC)cc(OC)c3)n2C2CCCCC2)c(C(=O)OCC)c1C,7,-1.0,1,0.0
O=C(Nc1ccccc1N1CCCCC1)c1ncoc1-c1cccs1,5,1.8,-10,0.2
O=C(NC1CC1)c1ccc(-c2nc(NCCO)c3ncn(-c4ccsc4)c3n2)cc1,-58,1.6,55*,0.2
O=C(NCC(c1cccs1)S(=O)(=O)c1ccccc1)c1ccc(F)cc1 (stereo not drawn),-2,-1.4,6,0.0

# Screening results (PubChem)
